FBW7 activator = human FBW7 E3 ligase activation, primary screen; Q969H0; AlphaScreen FBW7–phospho-cyclin E peptide binding, activator screen; normalized activity (activation), % at 26.1 µM; actives 0.13% (n = 650,000); in the data active means normalized activity above about 1.9%;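 further: purified mutant Fbw7 with reduced substrate affinity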
MITF inh = human MITF inhibition, primary screen; O75030; AlphaScreen MITF homodimerization, bead proximity signal; actives 0.91% (n = 650,000); inhibition, % at 2.6 µM; in the data active means inhibition above about 50%;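 further: 0% = vehicle wells with protein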
Target sequence (O75030 whole entry, looked up): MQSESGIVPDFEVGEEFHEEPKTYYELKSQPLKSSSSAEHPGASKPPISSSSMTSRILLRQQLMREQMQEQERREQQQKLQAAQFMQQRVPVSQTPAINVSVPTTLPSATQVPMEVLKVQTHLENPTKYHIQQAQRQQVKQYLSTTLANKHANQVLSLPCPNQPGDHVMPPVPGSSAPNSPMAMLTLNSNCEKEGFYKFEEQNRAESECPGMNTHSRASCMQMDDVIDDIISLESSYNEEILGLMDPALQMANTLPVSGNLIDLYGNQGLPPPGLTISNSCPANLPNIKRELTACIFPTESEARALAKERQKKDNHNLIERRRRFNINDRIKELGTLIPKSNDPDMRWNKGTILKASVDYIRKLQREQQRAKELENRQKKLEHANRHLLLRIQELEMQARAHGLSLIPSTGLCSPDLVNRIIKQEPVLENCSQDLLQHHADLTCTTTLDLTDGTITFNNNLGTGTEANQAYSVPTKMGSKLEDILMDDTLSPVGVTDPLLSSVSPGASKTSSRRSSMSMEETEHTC
GPR151 activ = activates the human receptor GPR151. Q8TDV0. PathHunter beta-arrestin GPR151 cells, luminescence. activation, % at 11.2 µM. actives 1% (n = 650,000). AID 1508602; in the data active means activation above about 4.9%;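 further: 0% = median of compound wells and 100% = cells with positive control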
Target sequence (Q8TDV0 whole entry, looked up): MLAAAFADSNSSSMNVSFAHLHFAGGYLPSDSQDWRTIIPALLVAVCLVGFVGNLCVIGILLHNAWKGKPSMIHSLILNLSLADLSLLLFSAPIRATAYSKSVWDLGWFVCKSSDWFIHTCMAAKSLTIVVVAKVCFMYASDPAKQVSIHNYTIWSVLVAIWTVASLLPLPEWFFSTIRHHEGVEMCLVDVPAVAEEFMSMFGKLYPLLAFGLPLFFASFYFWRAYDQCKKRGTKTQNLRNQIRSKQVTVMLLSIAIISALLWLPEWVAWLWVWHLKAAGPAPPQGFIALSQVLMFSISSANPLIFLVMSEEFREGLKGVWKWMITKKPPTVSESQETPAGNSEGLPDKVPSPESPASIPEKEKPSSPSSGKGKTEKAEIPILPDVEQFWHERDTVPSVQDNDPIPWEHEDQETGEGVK
TEAD-YAP inh = TEAD-YAP interaction inhibition | actives 1.4% (n = 640,000) | inhibition, % at 9.12 µM | HEK-TIYL cells, TEAD-Gal4/YAP UAS-luciferase luminescence | AID 1259422; in the data active means inhibition above about 32%;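 further: 0% = median of test compound wells and 100% = reference inhibitor wells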
* hit, by the source's call; / = not tested or not shown.

SMILES	FBW7 activator	MITF inh	GPR151 activ	TEAD-YAP inh
C#CCSc1nc2c(c(=O)n1-c1ccc(OC)cc1)C1(CCCC1)Cc1ccccc1-2	0.0	4	-0.4	0
CCn1nnc2c(Nc3ccc(OC)c(OC)c3)ncnc21	-0.1	-11	-1.4	-24
CC(C)C(=O)NC(C)C(c1cccs1)N1CCN(C)CC1 (centres undefined)	1.2	11	0.0	5
COc1cccc(NC(=O)c2sc3ncn(Cc4ccccc4F)c(=O)c3c2C)c1	0.1	1	-0.9	6
COC1=CC=C/C(=C\c2c(N)n3nc(C(C)C)sc3nc2=O)C1=O	-0.1	-3	-0.2	-3
CC(C)CCNS(=O)(=O)c1ccc2nc(-c3ccccc3)[nH]c2c1	0.1	9	0.6	-13
Cc1ccc(CN(C)C(=O)CC2C(=O)NCCN2C)cc1 (centres undefined)	1.0	3	-1.0	6
NC(=O)Cc1cn(-c2ccc(N3CCOCC3)nn2)c2ccccc12	-0.1	13	-1.2	-1
CS(=O)(=O)N(CC(=O)Nc1ccc(F)cc1F)c1cccc(Cl)c1Cl	0.5	-2	-0.1	-1
O=C1c2ccccc2C(=O)c2c1nc1ccccn21	-0.2	-11	-1.8	3
CCCn1c(C)cc(-c2csc(N)n2)c1C	-0.3	4	-0.1	1
Cc1ccc(C(=O)Nc2ncn[nH]2)cc1	0.5	1	-0.9	-1
Cc1ccc(C(C)N(NC(=O)C(O)(c2ccc(C)cc2)c2ccc(C)cc2)C(=O)c2ccccc2)cc1 (centres undefined)	-0.1	-2	1.2	3
CCCn1c(C(O)c2ccccc2)nc2ccccc21 (centres undefined)	-0.1	-2	-1.4	5
CCC(C)(C)C1CCc2oc3ccc(NS(=O)(=O)c4ccc(C)cc4)cc3c2C1 (centres undefined)	0.1	8	0.4	1
COc1ccc(C2CC(c3ccc(Br)cc3)=NN2C(=O)CSC2=NN3CCCC(=O)N=C3S2)cc1 (centres undefined)	0.5	3	-0.2	-2
C#Cc1cccc(N2C(=O)c3ccc(-c4nc5ccccc5c(=O)o4)cc3C2=O)c1	0.0	1	-1.4	1
O=C(O)c1ccc(N=Nc2c(O)[nH]c(=O)[nH]c2=O)cc1	0.6	4	-1.1	4
O=C(NC1CCCCC1)[C@@H]1C=CCN1C(=O)c1ccc(F)cc1	0.9	-1	0.3	-2
c1cn2c(NCc3ccc4c(c3)OCO4)c(-c3ccsc3)nc2cn1	0.0	8	1.5	1
CCC1Oc2ccccc2N(CC(=O)NCCC(C)C)C1=O (centres undefined)	-0.1	-1	2.6	0
O=C1CCCS(=O)(=O)c2ccccc21	0.1	13	1.2	11
CC(=O)Cn1c(=O)c2c(nc3n(-c4cccc(C)c4)c(C)cn23)n(C)c1=O	0.1	-16	-0.6	4
Cc1c(C(=O)Nc2ccc(S(N)(=O)=O)cc2)sc2nc(-c3ccccc3)cn12	0.1	5	2.9	3
FC(F)(F)c1cccc(-n2cc(-c3ccccc3)c3c(NCc4ccccc4Cl)ncnc32)c1	0.1	-5	-2.2	-5
O=C(O)/C=C/C(=O)N1CCN(S(=O)(=O)c2cccc([N+](=O)[O-])c2)CC1	0.9	13	-2.9	-7
Cc1nc(NCc2ccc3nsnc3c2)sc1-c1ccn(C2CCOC2)n1 (centres undefined)	0.1	-2	-0.8	-11
COc1ccc(-c2[nH]nc(C#N)c2Cl)c(F)c1	0.0	4	0.5	0
COc1ccc(C2=NN(C(=O)CSc3nnc(CNC(=O)c4ccco4)n3C)C(c3ccc(C)cc3)C2)cc1 (centres undefined)	-0.1	0	0.3	-2
CC1=CCC(C(=O)O)(C(=O)N/N=C/c2cccnc2)C(c2ccccc2)C1 (centres undefined)	0.1	3	-2.1	1
CC(=O)N/C(=C/c1ccc(OC(C)=O)cc1)C(=O)N1CCOCC1	-0.1	-4	-1.6	2
CCOC(=O)c1cccc(NC(=O)c2ccccc2Cl)c1	0.0	7	-0.9	0
COCc1c(C(=O)OCC(=O)Nc2ncc(C(F)(F)F)cc2Cl)oc2ccccc12	0.3	9	1.6	7
COC(=O)c1c(NC(=O)CN2CCOCC2)sc2c1CCC(C(C)(C)C)C2 (centres undefined)	-0.2	-10	2.3	12
C=CCn1c(SCC(=O)Nc2ccc(C)cc2)nc2sc3c(c2c1=O)CCC3	-0.3	-5	0.6	8
Cn1nc(C(C)(C)C)cc1C(=O)N1CCC(c2ccnc3nc(C(F)(F)F)nn23)CC1	0.1	-5	2.1	-3
CCN1C(=O)CC(C(=O)OC)C12CCN(Cc1ccc3c(c1)Cc1ccccc1-3)CC2 (centres undefined)	-0.1	12	0.5	5
CCc1nn(C(CC)C(=O)NCc2cccs2)c(=O)c2cc3occc3n12 (centres undefined)	-0.2	0	0.8	-2
COc1cccc(C(=O)N(CCCN2C(=O)c3cccc4cccc(c34)C2=O)c2cccc(F)c2)c1	0.0	10	-0.5	-1
CC(C)(C)NC(=O)c1ccccc1NC(=O)Cc1ccc(Cl)cc1	0.1	5	3.1	-3
O=C(c1nc2sccn2c1CN1CCC(C2CCCCC2)C1)N1CCCCC1 (centres undefined)	0.1	-5	1.5	0
Cc1cc2ccccc2n2c(=O)n(CC(=O)N3CCC(C)CC3)nc12	0.0	-2	0.2	8
CCOc1ccc(C(=O)/C=C(/Nc2cccc(C)c2)C(=O)O)cc1	0.3	29	-0.2	1
COC(=O)c1ccccc1S(=O)(=O)N1CCc2nc(COc3ccccc3)c3c(c2C1)CO[C@@H](C)C3	0.0	-13	-2.0	/
O=S(=O)(c1ccccc1C(F)(F)F)N1CCC(n2cnc3ccccc32)CC1	0.1	0	-0.5	8
C(#C[C@@H]1C=C[C@H]2OC(c3ccccc3)OC[C@H]2O1)c1ccccc1 (some centres undefined)	0.3	17	-1.0	/
COc1ccc(-n2nc3c(c2NC(=O)C2CCCC2)CS(=O)(=O)C3)cc1	0.5	4	-1.9	-5
COc1ccc(C2(C(=O)N3CCC(c4ccncc4)CC3)CC2)cc1	-0.1	2	0.5	7

Fetched by structure from the entries so far, 5 records:
SMILES	FBW7 activator	MITF inh	GPR151 activ	TEAD-YAP inh
CCN1C(=O)CC(C(=O)OC)C12CCN(Cc1ccc3c(c1)Cc1ccccc1-3)CC2 (centres undefined)	-0.1	12	0.5	5
COc1cccc(C(=O)N(CCCN2C(=O)c3cccc4cccc(c34)C2=O)c2cccc(F)c2)c1	0.0	10	-0.5	-1
COc1ccc(C2(C(=O)N3CCC(c4ccncc4)CC3)CC2)cc1	-0.1	2	0.5	7
C(#C[C@@H]1C=C[C@H]2OC(c3ccccc3)OC[C@H]2O1)c1ccccc1 (some centres undefined)	0.3	17	-1.0	/
CC(C)(C)NC(=O)c1ccccc1NC(=O)Cc1ccc(Cl)cc1	0.1	5	3.1	-3

One compound at a time, as listed above.
`Cc1cc2ccccc2n2c(=O)n(CC(=O)N3CCC(C)CC3)nc12` across the screens: FBW7 activator: 0.0; MITF inh: -2; GPR151 activ: 0.2; TEAD-YAP inh: 8
`CCOc1ccc(C(=O)/C=C(/Nc2cccc(C)c2)C(=O)O)cc1` across the screens: FBW7 activator: 0.3; MITF inh: 29; GPR151 activ: -0.2; TEAD-YAP inh: 1
`CC(C)(C)NC(=O)c1ccccc1NC(=O)Cc1ccc(Cl)cc1` across the screens: FBW7 activator: 0.1; MITF inh: 5; GPR151 activ: 3.1; TEAD-YAP inh: -3

Going on with the list:
SMILES	FBW7 activator	MITF inh	GPR151 activ	TEAD-YAP inh
CCOC(=O)C1=C(C)NC2=C(C(=O)CC(c3ccc(Cl)cc3)C2)C1c1ccccc1OC (centres undefined)	0.2	13	1.8	6
COc1ccc(/C(O)=C2/C(=O)C(=O)N(CCCN(C)C)C2c2ccc(C(C)(C)C)cc2)cc1 (centres undefined)	-0.1	-19	-0.6	-1
Cc1cccc(Nc2ncnc3c2c(-c2ccccc2)cn3-c2cccc(C(F)(F)F)c2)c1	0.2	14	-1.1	13
C=C(C)CCSc1nnc(-c2cccnc2)o1	0.1	17	-1.1	-30
CC(=O)c1cccc(NC(=O)CSc2cc(C)[nH]c(=O)n2)c1	0.1	-19	1.3	-1
CCC1(CC)OC(c2ccc(NC(C)=O)cc2)Nc2ccccc21 (centres undefined)	0.2	7	1.0	-5
O=C(NCCOc1ccccc1)c1cccc(Nc2ccc3ncccc3c2)n1	-0.1	7	-0.6	-6
CCCCOc1ccccc1NC(=O)CCCC	0.0	-16	0.2	-2
CC1CCC2C(C1)Nc1c(C(=O)O)cccc1C2(C)C (centres undefined)	0.2	9	-1.3	12
CCOc1ccc2c(-c3cc4cccc(OCC)c4oc3=O)cc(=O)oc2c1	-0.1	0	0.5	-6
CCCc1sc(Nc2ccc(C)cc2)nc1-c1ccc(Cl)c(Cl)c1	0.0	-6	-0.6	-4
CCC(C)c1ccc(OCCCNCCOC)cc1 (centres undefined)	-0.1	12	0.0	-3
Cc1ccc(OCC(=O)N/N=C/c2ccccc2OCC(=O)O)c(Br)c1	0.1	-11	-0.5	0
COc1ccc(-c2nc(C(=O)Nc3cc(OC)c(OC)c(OC)c3)cs2)cc1	1.1	2	-0.4	14
CC(C)(C)C(=O)Nc1ccnn1C1CCN(Cc2cc(F)cc(F)c2)CC1	0.2	4	-0.6	11
COC(=O)c1cc(N2C(=O)C3C4c5ccccc5C(C)(c5ccccc54)C3C2=O)ccc1Cl (centres undefined)	-0.3	-1	0.6	-5
CCOc1cc(C)c(Cl)cc1S(=O)(=O)NCc1ccccn1	0.1	8	1.3	10
Cc1cc(S(=O)(=O)N2CCC(C)CC2)ccc1F	0.0	8	-0.7	6
CC(=O)C/C(C)=N\NC(=O)c1ccc([N+](=O)[O-])cc1	-0.1	8	0.1	-3
COC(=O)c1cn[nH]c1NC(=O)CSc1nc2[nH]ncc2c(=O)n1-c1ccc(Cl)cc1Cl	1.0	12	-0.6	-4
COc1cc2c(cc1OC)C(C(=O)NCC1CCCO1)C(c1cccnc1)N(C)C2=O (centres undefined)	-0.1	-5	1.2	-7
O=C(Nc1ccc(Cl)cc1)N[C@H]1C[C@H]2C(=O)N[C@@H](CO)C(=O)N2C1	0.9	-8	-1.3	-9
CCOC(=O)C1CCN(C(=O)/C(C)=C\c2ccccc2)CC1	-0.2	9	0.0	-8
CC(C)c1ccc2[nH]c3nc(SCC(N)=O)nnc3c2c1	0.0	4	-0.8	-52
CC1(C)NC(=O)N(CCCCOc2cccc(C(F)(F)F)c2)C1=O	0.3	-1	2.7	-2
Cn1c2ccc(Br)cc2c2nnc(SCC(=O)N3CCOCC3)nc21	0.2	19	-0.2	2
CCC(=O)OCCNc1cc(N2CCOCC2)c2noc3c2c1C(=O)c1ccccc1-3	-0.5	41	-1.5	13
Cc1ccccc1NC(=O)C1CC(=O)OC1c1ccccc1 (centres undefined)	0.2	-7	4.5	2
CCCC(=O)N(c1ccc2oc(C)c(C(=O)OCC)c2c1)S(=O)(=O)c1ccc(CC)cc1	0.0	-14	-0.2	-3
O=C(COc1ccc2ccccc2c1)NC1CCS(=O)(=O)C1 (centres undefined)	0.0	10	2.3	-2
O=C(NCc1ccccc1Cl)c1cccn2c(=O)c3ccccc3nc12	-0.3	-7	0.0	-5
COc1ccc(N2CC(C(=O)OCCN(C)C3=NS(=O)(=O)c4ccccc43)CC2=O)cc1 (centres undefined)	-0.1	-2	0.1	0
CCOc1cc(/C=C2/NC(=O)N(Cc3ccccc3F)C2=O)ccc1OCC(N)=O	0.0	14	0.7	-11
COc1ccc2c(c1)C(C)(Cc1cccc(F)c1)C(=O)N2 (centres undefined)	-0.2	2	-1.2	12
N#CCCSc1nnc(-c2ccncc2)n1-c1ccccc1	0.0	3	0.8	-4
COc1ccc(N2C(=O)CC(N3CCN(Cc4ccc5c(c4)OCO5)CC3)C2=O)cc1 (centres undefined)	-0.2	7	0.8	2

The closing 2 records of the section above are carried over, then new ones follow.
SMILES	FBW7 activator	MITF inh	GPR151 activ	TEAD-YAP inh
N#CCCSc1nnc(-c2ccncc2)n1-c1ccccc1	0.0	3	0.8	-4
COc1ccc(N2C(=O)CC(N3CCN(Cc4ccc5c(c4)OCO5)CC3)C2=O)cc1 (centres undefined)	-0.2	7	0.8	2
Cn1c(SCc2ccccc2)nnc1C1CCCN1C(=O)Cc1ccccn1 (centres undefined)	0.0	7	-1.0	1
Cc1cccc(C(=O)Nc2ccc(O)c(-c3nc4ccccc4o3)c2)c1	0.1	-1	0.0	-6
COc1ccc(/C(C)=N\NC(=O)Nc2ccccc2)c(OC)c1	0.2	1	0.0	-10
CCNC(=O)N1CCC(C(=O)N(C)C(c2ccc(F)cc2)c2ccccn2)CC1 (centres undefined)	-0.7	-14	3.6	0
Cc1ccc(N(CC(=O)Nc2cccc(C)c2C)S(=O)(=O)c2c(C)nn(C)c2C)cc1	1.1	15	-0.6	5
Cc1cccc(N(CC(=O)NCc2ccccc2)C(=O)CCC(=O)Nc2ccccn2)c1	1.9*	8	0.0	-14
O=C1c2ccccc2C(=O)N1c1ccc(OCC(O)COc2ccc([N+](=O)[O-])cc2)cc1 (centres undefined)	-0.1	-4	-1.4	-10
O=C(Nc1ccc(-c2ncn[nH]2)cc1)c1cc(-c2ccccc2)n[nH]1	0.3	9	0.1	7
CC1SC2(C(=O)Nc3ccccc32)N(c2cccc(Cl)c2)C1=O (centres undefined)	0.3	8	0.1	15
Cc1c(S(=O)(=O)NCc2cccs2)c(=O)n(C)c(=O)n1C	0.0	3	-1.3	-1
CCN(C(=O)CSc1nc2ccccc2c(=O)n1CCC(=O)N1CCN(c2ccccc2)CC1)c1cccc(C)c1	0.0	-6	-0.4	-5
c1ccc(CN2CCC(c3nc(-c4cnccn4)no3)CC2)cc1	0.1	1	-1.3	-5
CCC(CC)c1nnc(NS(=O)(=O)Cc2ccccc2)s1	0.0	5	1.5	-13
Cc1c(C(=O)NC(C)C)oc2ccc3c(c12)C(=O)CC(C)(C)O3	-0.2	-6	0.7	-44
COc1ccc(-c2nc(C)cc(NCc3cccc(C(F)(F)F)c3)n2)cn1	0.0	-4	-2.1	-11
